# High-throughput results: PubChem, several laboratories
# DNMT1 block – human DNMT1 methyltransferase inhibitors, primary screen, biochemical, molecular beacon, fluorescence, HinP1I cleavage, uHTS; 360,000 tested, 0.83% active; inhibition (reported as % activation of signal), % at 10 µM; DNA (cytosine-5)-methyltransferase 1 (Homo sapiens), P26358; in the data active means inhibition above about 50%
# Rpn11 inh – Rpn11 (PSMD14) deubiquitinase inhibitors, primary screen, biochemical, fluorescence polarization, uHTS | 26S proteasome non-ATPase regulatory subunit 14 (Homo sapiens), O00487 | human 26S proteasome, Ub4-pepOG fluorescence polarization; 20S core pre-blocked with epoxomicin | calls only at 20 µM | 360,000 tested, 0.59% active | AID 588493, 2011;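 active means inhibition at 20 µM, scaled to each plate's controls, above about 33%, limit read from the data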
# SUMO1 PPI mod – modulators of SUMO1 protein-protein interactions, primary screen, biochemical, uHTS; inhibition, % at 20 µM; Small ubiquitin-related modifier 1 (Homo sapiens), P63165; 360,000 tested, 0.33% active; AID 602429, 2012; SUMO1 binding to a labelled peptide, TR-FRET, 1 h; in the data active means inhibition above about 37%
# CSN deneddyl inh – inhibitors of CSN-mediated cullin deneddylation, primary screen, biochemical, fluorescence polarization, uHTS. Purified CSN, SCF-Nedd8-OG deneddylation. inhibition, % at 12.5 µM. 360,000 tested, 0.38% active. AID 651999, 2013;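 active means pattern-corrected inhibition above about 35%, with an unprinted fluorescence ratio check between 0.5 and 1.5, limit read from the data, passing the limit was not always enough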;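 further: 0% = enzyme with substrate and 100% = substrate without enzyme; some results filed as inactive read as strong as hits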
# Target sequence (Q92905 whole entry, looked up, one chain of several): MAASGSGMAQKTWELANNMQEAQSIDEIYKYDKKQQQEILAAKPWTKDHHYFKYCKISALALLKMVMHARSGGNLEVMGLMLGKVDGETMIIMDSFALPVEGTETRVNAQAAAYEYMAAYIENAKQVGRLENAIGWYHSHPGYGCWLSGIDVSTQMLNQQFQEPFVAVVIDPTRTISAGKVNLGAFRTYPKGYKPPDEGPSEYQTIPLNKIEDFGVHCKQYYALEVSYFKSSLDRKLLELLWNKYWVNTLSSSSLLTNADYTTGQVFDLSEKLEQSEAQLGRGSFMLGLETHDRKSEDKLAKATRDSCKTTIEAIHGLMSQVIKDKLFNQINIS
#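 Assay system: HEK293T-derived human Csn5 enzyme; quantity: 0.24 nM enzyme; medium: Tris/NaCl/DTT buffer, pH 7.5; also added: substrate SCFSkp2-Nedd8OG, 10 nM; doses: 12.5 µM compound; schedule: 90 min reaction at room temperature; signal: FP; read-out: % inhibition of substrate cleavage by Csn5; benchmarks: substrate-only high control, full reaction low control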
# Rin1 Abl inh – inhibitors of Rin1-Abl protein binding, primary screen, biochemical, TR-FRET | 360,000 tested, 0.4% active | Tyrosine-protein kinase ABL1 (Homo sapiens) + Ras and Rab interactor 1 (Homo sapiens), … | AID 588664, 2011 | inhibition, % at 7.35 µM; in the data active means inhibition above about 5%, passing the limit was not always enough
# STEP block – STEP phosphatase inhibitors, primary screen, biochemical, fluorescence intensity, uHTS; Tyrosine-protein phosphatase non-receptor type 5 (Homo sapiens), P54829; recombinant STEP, OMFP fluorogenic substrate; inhibition, % at 20 µM; AID 588621, 2011; 360,000 tested, 0.25% active;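 active means inhibition at 20 µM, scaled per plate between control wells, above about 37%, limit read from the data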;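 further: 0% = DMSO with enzyme and substrate and 100% = substrate only without enzyme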
# Target sequence (P54829 whole entry, looked up): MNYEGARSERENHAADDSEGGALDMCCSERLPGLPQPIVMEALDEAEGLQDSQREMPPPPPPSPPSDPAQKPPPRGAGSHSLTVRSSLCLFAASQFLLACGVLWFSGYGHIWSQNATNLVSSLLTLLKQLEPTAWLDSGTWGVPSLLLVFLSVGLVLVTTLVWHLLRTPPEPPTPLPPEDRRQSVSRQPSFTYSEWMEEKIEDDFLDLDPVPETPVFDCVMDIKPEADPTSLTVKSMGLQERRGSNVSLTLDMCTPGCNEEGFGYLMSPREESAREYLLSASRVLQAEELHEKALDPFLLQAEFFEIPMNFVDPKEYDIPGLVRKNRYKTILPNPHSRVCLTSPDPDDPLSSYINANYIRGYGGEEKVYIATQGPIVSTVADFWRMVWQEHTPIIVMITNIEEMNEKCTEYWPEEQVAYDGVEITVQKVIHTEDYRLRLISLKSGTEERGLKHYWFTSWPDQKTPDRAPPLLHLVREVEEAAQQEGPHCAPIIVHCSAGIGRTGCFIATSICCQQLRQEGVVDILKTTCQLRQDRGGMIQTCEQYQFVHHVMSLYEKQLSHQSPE
#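 Assay system: isolated STEP enzyme / Timing: 20 min at room temperature, dark / Doses: 20 µM, 1% DMSO / Technique: fluorescence intensity, excitation 480 nm, emission 540 nm / Reagent: fluorogenic phosphatase substrate OMFP at 25 µM final / Measure: percent inhibition scaled to no-enzyme and uninhibited-enzyme controls, plate-pattern corrected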
# Neddyl block – inhibitors of cullin neddylation, primary screen, biochemical, TR-FRET, uHTS, NAE and Ubc12 | NEDD8-conjugating enzyme Ubc12 (Homo sapiens) + NEDD8-activating enzyme E1 regulatory … | calls only at 25 µM | 360,000 tested, 0.58% active | AID 651699, 2012; in the data active means inhibition above about 36%
# Scp1 inh – Scp-1 phosphatase inhibitors, primary screen, biochemical, colorimetric, uHTS; Carboxy-terminal domain RNA polymerase II polypeptide A small phosphatase 1 (Homo …; Recombinant Scp1, phosphopeptide, malachite green phosphate absorbance; inhibition, % at 20 µM; 340,000 tested, 0.88% active;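 active means inhibition above about 50% at 20 µM, limit read from the data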;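 further: plate controls were DMSO wells with enzyme for no effect and wells lacking enzyme for full effect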
#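 Test system: SCP-1 phosphatase catalytic domain, residues 76-261; measured by: colorimetric phosphate reagent with accelerator and stabiliser, absorbance at 630 nm; timing: enzyme reaction 45 min at room temperature, colour 5 min, stabilisation 30 min; also added: Phosphorylated 17-residue peptide substrate; compound dosing: one concentration, 20 µM, with 1.0% DMSO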
# NadD block – inhibitors of S. aureus NadD, primary screen, biochemical, colorimetric, uHTS; Nicotinate-nucleotide adenylyltransferase NadD (Staphylococcus aureus N315); purified NadD enzyme, colorimetric absorbance read-out; inhibition, % at 20 µM; 360,000 tested, 0.78% active; AID 602399, 2012; in the data active means inhibition above about 26%; further: some compounds past the cut are filed as inactive
# LMPTP block – LMPTP phosphatase inhibitors, primary screen, biochemical, fluorescence intensity, uHTS; recombinant LMPTP-A, OMFP fluorogenic substrate; inhibition, % at 20 µM; 360,000 tested, 0.22% active;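 active means compounds that cut the enzyme signal by at least half of the control window in the single-dose screen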;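 further: plate controls were DMSO wells with enzyme plus substrate for no effect and substrate without enzyme for full effect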
# Target sequence (P24666 whole entry, looked up): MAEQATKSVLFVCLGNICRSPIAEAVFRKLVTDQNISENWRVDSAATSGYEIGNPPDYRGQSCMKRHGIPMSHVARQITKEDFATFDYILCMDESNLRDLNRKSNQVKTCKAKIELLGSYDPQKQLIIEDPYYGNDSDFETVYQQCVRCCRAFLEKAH
#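 Test system – LMPTP-A phosphatase enzyme · Quantity – 0.625 nM LMPTP-A final · Reagent – OMFP substrate, 400 µM final · Dosing – one test concentration per compound, 20 µM, with 3% DMSO overall · Timing – 50 min enzyme reaction at room temperature, protected from light · Detection – fluorescence intensity · Controls – substrate-only low control, DMSO enzyme-plus-substrate high control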
# * marks the source's active call; other numbers are inactive results; i = inactive; nt = no result given.
(1) C#CCO[C@@H]1C[C@H](n2cnc3c(=O)[nH]c(NC(=O)C(C)C)nc32)O[C@@H]1CO
(2) CCN(CC)CCCNC(=O)c1ccc(OCC(=O)Nc2ccccc2C(F)(F)F)c(OC)c1
(3) CCOc1ccc(C(=O)NCC(=O)N2CCCC2)cc1
(4) CCCCN(C)C1CCN(C(=S)Nc2ccc(OC)cc2)CC1
(5) Cc1ccc(NC(=O)c2ccc(S(=O)(=O)NCc3cccnc3)cc2)c(C)c1
(6) OC(Cn1cncn1)c1ccc(Cl)cc1 (configuration not stated)
(7) Nc1cc(=O)nc(SCC(=O)N(C2CCCCC2)C2CCCCC2)n1-c1ccccc1
(8) CCc1ccccc1NC(=S)N(CCN1CCCCC1)Cc1ccco1
Compound,1,2,3,4,5,6,7,8
CSN deneddyl inh,2,-1,3,1,-1,-7,2,3
STEP block,0,1,1,17,-4,-1,-3,6
Rpn11 inh,i,i,i,i,i,i,i,i
SUMO1 PPI mod,1,2,1,1,6,-2,3,1
Scp1 inh,4,-8,10,0,5,-9,7,-7
Rin1 Abl inh,-4,-1,0,-2,1,-2,-5,-3
LMPTP block,-0.1,3.3,-1.1,-3.3,1.0,-1.1,0.5,-2.6
DNMT1 block,-1,-3,1,-2,5,5,12,-1
Neddyl block,i,i,i,i,i,i,i,i
NadD block,0,-7,4,-6,-2,-7,12,-7

# Ordered by heavy-atom count (descending): part of the list above.
(2) CCN(CC)CCCNC(=O)c1ccc(OCC(=O)Nc2ccccc2C(F)(F)F)c(OC)c1
(7) Nc1cc(=O)nc(SCC(=O)N(C2CCCCC2)C2CCCCC2)n1-c1ccccc1
(5) Cc1ccc(NC(=O)c2ccc(S(=O)(=O)NCc3cccnc3)cc2)c(C)c1
(1) C#CCO[C@@H]1C[C@H](n2cnc3c(=O)[nH]c(NC(=O)C(C)C)nc32)O[C@@H]1CO
(8) CCc1ccccc1NC(=S)N(CCN1CCCCC1)Cc1ccco1
(3) CCOc1ccc(C(=O)NCC(=O)N2CCCC2)cc1
(6) OC(Cn1cncn1)c1ccc(Cl)cc1 (configuration not stated)
Compound,2,7,5,1,8,3,6
CSN deneddyl inh,-1,2,-1,2,3,3,-7
STEP block,1,-3,-4,0,6,1,-1
Rpn11 inh,i,i,i,i,i,i,i
SUMO1 PPI mod,2,3,6,1,1,1,-2
Scp1 inh,-8,7,5,4,-7,10,-9
Rin1 Abl inh,-1,-5,1,-4,-3,0,-2
LMPTP block,3.3,0.5,1.0,-0.1,-2.6,-1.1,-1.1
DNMT1 block,-3,12,5,-1,-1,1,5
Neddyl block,i,i,i,i,i,i,i
NadD block,-7,12,-2,0,-7,4,-7

# Additional compounds
(9) CCN(CC(=O)Nc1c(F)cccc1F)C(=O)C1CC1C (configuration not stated)
(10) CCOC(=O)C1CCCN(C(=O)c2cc(F)ccc2C)CC1 (configuration not stated)
(11) Cc1nc2c3cc(F)ccc3n(Cc3ccccc3)c2s1
(12) COc1cc(/C=N/NC(=O)CC23CC4CC(CC(C4)C2)C3)cc(Br)c1OCC(=O)N(C)C
(13) CN(Cc1ccccc1)C(=O)c1ncn(C)c1C(=O)N(C)Cc1ccccc1
(14) CC(C)[C@H](NC(=O)c1ccc(C(C)(C)C)cc1)C(=O)Nc1nnc(C2CC2)s1
(15) CCN(CC)S(=O)(=O)c1ccc(Cl)c(C(=O)Nc2nncs2)c1
(16) O=C(Cn1ncc2c([nH]c3ccccc32)c1=O)N1CCN(c2ccccn2)CC1
Compound,9,10,11,12,13,14,15,16
CSN deneddyl inh,0,5,1,-19,-3,-7,-6,3
STEP block,2,-2,8,-1,-3,3,1,1
Rpn11 inh,i,i,i,i,i,i,i,i
SUMO1 PPI mod,5,-4,3,-11,-3,7,4,6
Scp1 inh,-6,nt,-2,21,93*,-3,3,1
Rin1 Abl inh,3,3,-4,-4,-2,-7,2,0
LMPTP block,-0.9,0.0,4.5,1.9,-0.1,-0.5,-3.0,1.3
DNMT1 block,2,-1,-17,-2,11,-3,4,1
Neddyl block,i,i,i,i,i,i,i,i
NadD block,9,0,10,-7,12,16,-6,2

(17) O=C(Nc1ncc(Cc2cccc(Cl)c2)s1)C1CCCO1 (configuration not stated)
(18) CC(C)NC(=O)Cn1cc(C(=O)C(=O)N2CCOCC2)c2ccccc21
(19) O=C(CS(=O)(=O)c1cn(CC(=O)N2CCOCC2)c2ccccc12)NCc1ccc(F)cc1
(20) Cc1cc(C)c2nc(Nc3nc(CSc4nc5ccccc5[nH]4)cc(=O)[nH]3)nc(C)c2c1
(21) C=CCNC(=O)NC(=O)CN1C(=O)NC(c2ccccc2)(c2ccccc2)C1=O
(22) O=c1c(O)c(-c2cccs2)oc2ccc(Cl)cc12
(23) CCCN1CCN(C(=S)Nc2ccc([N+](=O)[O-])cc2)CC1
(24) NS(=O)(=O)c1ccc(NC(=O)COC(=O)COc2ccccc2)cc1
Compound,17,18,19,20,21,22,23,24
CSN deneddyl inh,2,2,0,0,2,7,1,3
STEP block,1,0,-1,4,-2,-1,-1,-7
Rpn11 inh,i,i,i,i,i,i,i,i
SUMO1 PPI mod,-1,-3,-2,0,-3,-24,-9,0
Scp1 inh,-1,-5,-4,12,-7,-17,-5,-1
Rin1 Abl inh,2,-2,2,3,2,-6,0,0
LMPTP block,1.3,-0.3,0.0,0.6,0.1,2.3,-3.5,-0.9
DNMT1 block,-6,2,-3,12,0,38,-3,-10
Neddyl block,i,i,i,i,i,i,i,i
NadD block,1,3,-1,2,-7,8,1,-1

(25) O=C(C/C=N/OCc1ccc(F)cc1Cl)c1cnc(-c2ccccc2)s1
(26) COc1ccc(CN2C(=NC(=O)C3CCCCC3)SC3CS(=O)(=O)CC32)cc1 (configuration not stated)
(27) COc1cc(/C=C2/SC(=O)NC2=O)ccc1OC(=O)c1ccco1
(28) Cc1c(Cl)c([N+](=O)[O-])nn1CC(=O)NC12CC3CC(CC(C3)C1)C2
(29) CCN1C[C@@H]2[C@@H]3C(=O)N(Cc4ccccc4)C(=O)[C@@H]3[C@](CC)(C1=O)N2C(=O)c1ccc(C(F)(F)F)cc1
(30) COc1cc(C(=O)NC2CC(C)CC(C)(C)C2)cc(OC)c1OC (configuration not stated)
(31) Fc1ccc(COc2cccc3cccnc23)cc1
(32) Cc1ccc(-c2nn(-c3ccccc3)cc2C(=O)N2CCN(C3CCS(=O)(=O)C3)CC2)cc1 (configuration not stated)
Compound,25,26,27,28,29,30,31,32
CSN deneddyl inh,-2,11,0,-6,-1,0,-2,0
STEP block,-4,1,0,2,1,0,1,-2
Rpn11 inh,i,i,i,i,i,i,i,i
SUMO1 PPI mod,-5,4,0,-11,4,6,-2,5
Scp1 inh,-17,10,-7,-5,-4,nt,-3,-8
Rin1 Abl inh,1,4,1,-2,1,3,0,1
LMPTP block,1.3,-1.9,-1.1,1.0,1.0,-1.1,0.9,-0.9
DNMT1 block,-11,7,5,1,-1,-3,0,4
Neddyl block,i,i,i,i,i,i,i,i
NadD block,8,1,8,2,3,-3,-3,8

(33) COCCN1C(=O)C(CC(=O)Nc2ccc(C(=O)O)cc2)SC1=Nc1ccccc1 (configuration not stated)
(34) NNC(=O)c1cc2c(N3CCC(Cc4ccccc4)CC3)ncnc2s1
(35) CCN1C(=NCCCOC(C)C)N[C@@H](CCc2ccccc2)[C@H](C(=O)NCCCOC(C)C)[C@H]1C
(36) COc1cc(/C=N/NC(=O)c2ccncc2)ccc1OCC(=O)Nc1ccc(C)c(C)c1
(37) Cc1cc(C)c(NC(=O)c2sc3nc4c(cc3c2N)C(=O)CC(C)(C)C4)c(C)c1
(38) COc1ccc(C(=O)NCCCCCCNC(=O)c2ccc(OC)cc2)cc1
(39) O=C(Nn1c(=O)[nH]c2ccsc2c1=O)c1ccccc1
(40) C=CCNc1ncnc2c1[nH]c1ccc(Cl)cc12
Compound,33,34,35,36,37,38,39,40
CSN deneddyl inh,0,-4,-3,4,0,-1,8,2
STEP block,-3,1,-2,4,0,-4,0,-7
Rpn11 inh,i,i,i,i,i,i,i,i
SUMO1 PPI mod,1,-4,0,-10,-6,3,2,12
Scp1 inh,0,12,2,-5,-4,-6,-11,-7
Rin1 Abl inh,1,-1,-2,3,-4,3,-6,-1
LMPTP block,-1.4,1.0,-4.3,0.1,0.3,1.2,-0.3,1.0
DNMT1 block,1,-2,5,-3,-3,5,1,-3
Neddyl block,i,i,i,i,i,i,i,i
NadD block,0,23,3,-11,8,0,-1,7

(41) Cc1ccc(CN2CCN(C(=O)CCN3C(=O)c4ccccc4C3=O)CC2)cc1
(42) Cc1ccc(C(=O)N[C@H](C(=O)N2CCN(c3ncccn3)CC2)C(C)C)cc1
(43) COc1ccc(-n2c(O)c(/C=N/Nc3nc(C)cc(C)n3)c3ccccc3c2=O)cc1OC
(44) CC(C)=CCN1CCN(Cc2cnc(N3CCCC3)s2)CC1CCO (configuration not stated)
(45) CCNC(=O)C1(C)CCN(Cc2ccc(C#N)cc2)C1 (configuration not stated)
(46) Cc1cc(Cl)ccc1OCC(=O)NN1C(=O)C2C3C=CC(C3)C2C1=O (configuration not stated)
(47) CCc1ccc(-n2cc(-c3ccc([N+](=O)[O-])cc3)[nH]c2=S)cc1
(48) CC(=O)Nc1ccc(NC(=O)COC(=O)Cc2c[nH]c3ccccc23)cc1
Compound,41,42,43,44,45,46,47,48
CSN deneddyl inh,5,2,-3,3,2,-5,-12,0
STEP block,-8,2,-2,-2,2,-1,3,0
Rpn11 inh,i,i,i,i,i,i,i,i
SUMO1 PPI mod,-4,2,-5,-2,-1,1,-14,-3
Scp1 inh,7,nt,2,6,nt,-3,1,-10
Rin1 Abl inh,4,-1,-3,-5,0,-1,-2,2
LMPTP block,-1.9,-0.5,-0.7,-0.7,-2.1,0.3,1.3,1.0
DNMT1 block,0,5,1,0,3,-6,5,-1
Neddyl block,i,i,i,i,i,i,i,i
NadD block,-1,-6,6,-3,-1,4,1,-2
